PPARg SRC2 recr = agonists of SRC-2 recruitment by human PPARgamma; P37231; activation, % at 8 µM; PPARgamma LBD-SRC-2 recruitment, biochemical; 200,000 compounds, 0.34% hits; AID 1032; in the data active means activation above about 22%;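 further: 0% = vehicle and 100% = reference agonist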
Target sequence (P37231 whole entry, looked up, the tested form may be a part): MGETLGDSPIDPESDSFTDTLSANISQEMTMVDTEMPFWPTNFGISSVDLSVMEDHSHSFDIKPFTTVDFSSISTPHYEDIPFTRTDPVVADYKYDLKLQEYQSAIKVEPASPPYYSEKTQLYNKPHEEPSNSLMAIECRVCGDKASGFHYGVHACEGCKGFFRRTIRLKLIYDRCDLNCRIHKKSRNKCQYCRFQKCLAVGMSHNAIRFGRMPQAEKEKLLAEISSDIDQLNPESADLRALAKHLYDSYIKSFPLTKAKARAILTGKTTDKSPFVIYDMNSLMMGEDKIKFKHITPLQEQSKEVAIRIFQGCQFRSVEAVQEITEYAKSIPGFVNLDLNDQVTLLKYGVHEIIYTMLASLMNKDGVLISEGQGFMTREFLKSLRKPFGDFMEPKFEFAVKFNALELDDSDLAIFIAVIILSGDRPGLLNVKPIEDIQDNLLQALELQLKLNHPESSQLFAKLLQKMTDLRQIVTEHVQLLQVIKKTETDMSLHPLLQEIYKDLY
G6PDH counter = counter-screen for G6PDH assay hits: L. mesenteroides G6PDH inhibition. Purified L. mesenteroides G6PDH, diaphorase/resazurin coupled fluorescence, 45 min. inhibition, % at 5 µM. 200,000 compounds, 0.12% hits. AID 1020; in the data active means inhibition above about 50%
PMI act = phosphomannose isomerase (human) activation; purified human PMI, coupled resazurin fluorescence, 20 min; hits give high values; 1 = vehicle control, 0 substrate-free wells; 190,000 compounds, 0.005% hits; P34949; activation factor at 20 µM; AID 1214;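 active means activation factor of 2 or more at 20 µM, relative to plate controls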
Target sequence (P34949 whole entry, looked up): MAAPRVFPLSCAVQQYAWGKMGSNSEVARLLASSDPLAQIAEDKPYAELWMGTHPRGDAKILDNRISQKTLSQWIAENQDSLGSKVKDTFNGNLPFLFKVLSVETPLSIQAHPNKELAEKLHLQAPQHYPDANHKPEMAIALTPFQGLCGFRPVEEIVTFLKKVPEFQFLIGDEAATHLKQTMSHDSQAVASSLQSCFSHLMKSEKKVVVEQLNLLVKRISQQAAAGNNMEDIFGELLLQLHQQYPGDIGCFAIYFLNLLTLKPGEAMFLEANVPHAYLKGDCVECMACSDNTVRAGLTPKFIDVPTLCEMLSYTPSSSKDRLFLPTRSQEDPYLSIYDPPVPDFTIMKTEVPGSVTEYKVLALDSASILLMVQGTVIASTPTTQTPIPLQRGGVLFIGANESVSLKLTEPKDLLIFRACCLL
Diaphorase act = diaphorase activation or chemical reduction counter-screen; Diaphorase/resazurin coupled assay, resorufin fluorescence, 16 min; hits give high values; 1 = vehicle wells, 0 = NADH-free wells; activation factor at 20 µM; 190,000 compounds, 0.005% hits; AID 1229;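 active means diaphorase activity raised at least twofold by the compound at 20 µM; inactive means activation factor below 2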
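test system = bacterial diaphorase enzyme (C. kluyveri) | quantity = enzyme 0.07 U/mL final | reagent = NADH substrate 0.114 mM plus resazurin dye 0.1 mM, final | incubation = 16 min enzyme reaction, ambient temperature | buffer or medium = HEPES pH 7.4 buffer with MgCl2 and Tween 20 | signal = fluorescence of resorufin, 544 nm excitation, 590 nm emission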
PPARg SRC-3 ag = PPARgamma-driven SRC-3 recruitment agonism | P37231 | biochemical PPARgamma/SRC-3 coactivator recruitment assay | activation, % at 8 µM | 200,000 compounds, 0.26% hits | AID 731; in the data active means activation above about 23%;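 further: 0% = DMSO and 100% = reference agonist; some compounds past the cut are filed as inactive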
ROMK primary = human ROMK K+ channel modulation, primary screen | 130,000 compounds, 2% hits | B-score at 10 µM | P48048 | Tet-inducible ROMK, thallium flux fluorescence; actives lie on both sides;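 active means signal ratio slope over the read window, or its plate-corrected B-score, at least 3 SD from the plate mean, either direction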;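 further: B-score of the F/F0 ratio slope over 7 to 12 s after thallium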
PPARg SRC-1 ag = PPARgamma-driven SRC-1 recruitment agonism | P37231 | activation, % at 8 µM | PPARgamma-SRC-1 coactivator recruitment biochemical assay | 200,000 compounds, 0.41% hits | AID 631; in the data active means activation above about 19%;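 further: 0% = DMSO and 100% = reference agonist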
S1P3 antag = blocks the human S1P3 receptor; Q99500; CHO S1P3 NFAT-BLA reporter, FRET fluorescence, antagonist mode; inhibition, % at 4.98 µM; 170,000 compounds, 0.27% hits;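 active means inhibition above the plate cutoff, the mean inhibition of test wells on that plate plus 3 SD, cut at about 28% in these data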;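 further: cells challenged with S1P at its EC80 of 0.8 µM; blue over green emission ratio from cleaved BLA substrate after 4 h stimulation; 0% = S1P-stimulated wells and 100% = unstimulated DMSO-only wells; some compounds past the cut are filed as inactive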
PMI act hi M6P = increases human PMI activity with near-saturating mannose 6-phosphate. P34949. coupled PMI enzyme assay, resazurin fluorescence, 20 min; hits give high values; 1 = untreated enzyme, 0 = substrate-free blank. activation factor at 20 µM. 190,000 compounds, 0.34% hits. AID 1216;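 active means activation factor of 2 or more at 20 µM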
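Test system: human PMI in coupled enzyme assay; Input: PMI at 15 ng/mL final; Medium: HEPES buffer, pH 7.4; Schedule: 20 min incubation at room temperature; Technique: resorufin fluorescence at Ex 544/Em 590 nm; Compound: 20 µM single dose; Probe or stimulus: Near-saturating mannose-6-phosphate, 1.0 mM.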
SRC2 TRFRET art = TR-FRET artefact, counter-screen to PPARgamma/SRC-2 agonist assay | 200,000 compounds, 0.4% hits | TR-FRET ratio at 8 µM | hits give high values; in the data active means TR-FRET ratio above about 2000; further: inactives centre near 1500
Diaphorase inh = counter-screen for diaphorase-based assays: diaphorase inhibitors and chemical oxidizers | 190,000 compounds, 0.69% hits | diaphorase resazurin-to-resorufin fluorescence, NADH, 16 min; bacterial (C. kluyveri) enzyme, not human | inhibition, % at 20 µM;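 active means primary screen inhibition at 20 µM above a set limit, cut at about 50% in these data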;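 further: plate controls were DMSO with full reaction for no effect and wells lacking NADH for full effect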
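Test system: Clostridium kluyveri diaphorase enzyme / Quantity: diaphorase at 0.14 U/mL in enzyme working solution / Incubation: 16-min room-temperature incubation before reading / Benchmarks: NADH-free wells as positive control, DMSO-only neutral wells / Signal: resorufin fluorescence 544/590 nm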
Numbers without * were called inactive; · = not tested or not shown.

Molecule	PPARg SRC2 recr	G6PDH counter	PMI act	Diaphorase act	PPARg SRC-3 ag	ROMK primary	PPARg SRC-1 ag	S1P3 antag	PMI act hi M6P	SRC2 TRFRET art	Diaphorase inh
CC(=O)NCCSCCNC(C)=O	-1	1	1	0.8	-3	-0.0056	-3	-8	0.9	1396	18
C/C(=N\n1c(C)cc(C)c(C#N)c1=O)c1cccs1	5	0	1	0.9	-1	·	3	·	1.1	1586	9
Cc1cc(Cl)ccc1NC(=S)N1CCN(Cc2ccc3c(c2)OCO3)CC1	3	19	1	0.9	3	-0.45	11	1	1	1684	7
Cc1ccc(NS(=O)(=O)c2cccc(C(=O)OCC(=O)NCc3ccco3)c2)cc1	11	2	1	0.9	3	·	1	-14	0.9	1707	14
CC(C)CC(NC(=O)c1ccc(Cl)cc1Cl)C(=O)O (stereo not given)	1	4	1	1	-1	-0.36	1	·	1.1	1477	3
CCOC(=O)C1CCCN(C(=O)c2cn(CC)c3ccc(S(=O)(=O)N(C)C)cc3c2=O)C1 (stereo not given)	5	3	0.9	0.8	10	·	8	-23	1	1555	18
O=C(O)/C=C/c1coc2ccccc2c1=O	5	8	1	0.9	1	0.56	5	-6	1	1576	14
O=c1[nH][nH]c(-c2ccccc2)c1C=Nc1ccc(C(F)(F)F)cc1	-12	2	1.1	0.9	-5	1	-4	-1	1	1603	8

Arranged by molecular weight (high to low): some entries from above
Molecule	PPARg SRC2 recr	G6PDH counter	PMI act	Diaphorase act	PPARg SRC-3 ag	ROMK primary	PPARg SRC-1 ag	S1P3 antag	PMI act hi M6P	SRC2 TRFRET art	Diaphorase inh
Cc1ccc(NS(=O)(=O)c2cccc(C(=O)OCC(=O)NCc3ccco3)c2)cc1	11	2	1	0.9	3	·	1	-14	0.9	1707	14
Cc1cc(Cl)ccc1NC(=S)N1CCN(Cc2ccc3c(c2)OCO3)CC1	3	19	1	0.9	3	-0.45	11	1	1	1684	7
C/C(=N\n1c(C)cc(C)c(C#N)c1=O)c1cccs1	5	0	1	0.9	-1	·	3	·	1.1	1586	9

More results:
Molecule	PPARg SRC2 recr	G6PDH counter	PMI act	Diaphorase act	PPARg SRC-3 ag	ROMK primary	PPARg SRC-1 ag	S1P3 antag	PMI act hi M6P	SRC2 TRFRET art	Diaphorase inh
C/C(=N\NS(=O)(=O)c1ccc(C)cc1)c1ccc(C)s1	0	9	1	0.9	0	·	3	·	1	1518	10
CC1(C)CC(=O)C2=C(C1)N(c1ccc(F)cc1)C(N)=C(C#N)C2c1cccs1 (stereo not given)	1	-1	0.9	0.8	7	·	6	·	0.7	1600	19
COc1cc(C(=O)NCCOc2ccccc2C)c(Br)c(OC)c1OC	-9	23	0.9	1	2	·	1	2	1	1611	-3
C/C(=N\NC(=O)c1ccc(CSc2nncn2C)cc1)c1ccc2ccccc2c1	17	-5	0.9	0.9	5	0.016	5	-35	0.8	1700	13
COc1ccc(-c2cn(-c3ccc(Br)cc3)c3[n+]2CCS3)cc1	6	3	0.9	1	2	-0.15	-3	-5	1	1619	4
Cc1cccc(N(C(=O)CCC(=O)Nc2cc(C)on2)C(C(=O)NC2CCCC2)c2ccc(C)o2)c1 (stereo not given)	3	13	0.9	0.9	4	-0.31	4	-15	0.9	1678	11
Clc1ccc(-c2nnc(SCc3nc(-c4ccccc4)no3)o2)cc1	4	14	0.9	0.6	11	·	6	-32	0.9	1696	38
N#Cc1cc2c(nc1SCc1cccnc1)CCC2	2	11	0.8	0.9	-2	-0.09	2	-18	0.9	1549	8

(list continues)
Molecule	PPARg SRC2 recr	G6PDH counter	PMI act	Diaphorase act	PPARg SRC-3 ag	ROMK primary	PPARg SRC-1 ag	S1P3 antag	PMI act hi M6P	SRC2 TRFRET art	Diaphorase inh
CCSc1nnc(NC(=O)c2nn(C(C)C)c(=O)c3ccccc23)s1	5	-43	0.9	0.8	-4	-0.64	7	18	0.9	1469	21
CCn1cc(C(=O)NCc2ccccc2)c(=O)c2cc(F)c(N3CCN(C(=O)c4ccco4)CC3)cc21	6	3	0.9	0.8	6	-0.0013	9	·	0.9	1637	19
O=C(NCc1cccs1)C1CCC(CNS(=O)(=O)c2ccccc2)CC1 (stereo not given)	11	-5	1.1	1	0	0.26	2	-3	1.1	1754	-4
C=C1C(O)C[C@H]2C(=C)CCC3[C@H](OC(=O)[C@]3(O)CO)[C@@H]12 (stereo not given in full)	-10	15	1	0.9	1	-0.02	0	-11	1	1535	7
O=CN1CCN(C(=O)c2ccccc2Cl)CC1	6	4	0.9	0.8	6	-0.19	6	·	0.9	1693	19
O=C(NCc1cc(C(F)(F)F)cc(C(F)(F)F)c1)C1CC(c2cccc([N+](=O)[O-])c2)=NO1 (stereo not given)	-3	7	1.1	1	-8	·	-2	·	1	1379	-4
N#C/C(=C\Nc1ccc2cn[nH]c2c1)c1nc(-c2ccccc2)cs1	-1	-10	1.5	1.2	-3	-0.27	-5	-3	1.2	1647	-22
Cc1ccc(CNC(=O)CN(Cc2cccs2)C(=O)C2(C)CC(=O)N=C3C=CC=CN32)cc1 (stereo not given)	-8	-7	0.9	1	-1	-0.12	1	-10	1.3	1504	1

Continued.
Molecule	PPARg SRC2 recr	G6PDH counter	PMI act	Diaphorase act	PPARg SRC-3 ag	ROMK primary	PPARg SRC-1 ag	S1P3 antag	PMI act hi M6P	SRC2 TRFRET art	Diaphorase inh
COC(=O)COc1ccc(=O)n(-c2ccccc2)n1	-4	5	0.8	0.8	-6	·	3	·	0.9	1394	17
C=CCNc1nc(Nc2ccccc2F)nc(OCC)n1	1	-3	1	0.9	4	-0.25	5	19	1	1735	7
CCOC(=O)C1CCCc2c1[nH]c1c(C(=O)O)cccc21 (stereo not given)	1	3	0.9	0.8	-1	0.017	5	12	0.9	1514	17
Cn1nnnc1SCCNCc1cccc2ccccc12	10	15	1.1	1	5	·	3	-16	1	1529	4
CCN(CC(=O)NCc1cccs1)C(=O)c1cc(S(=O)(=O)N2CCOCC2)ccc1C	4	-7	0.9	1	18	·	3	2	0.9	1485	4
Nc1ccnn1Cc1ccc(Br)s1	-8	-1	0.9	0.9	0	·	-1	-11	0.9	1591	6
CCOC(=O)C1CN(S(=O)(=O)c2ccc(C)cc2)CCN1S(=O)(=O)c1ccc(C)cc1 (stereo not given)	-1	2	0.8	0.7	13	·	5	32	0.8	1661	31
C#CCOCCOCCOCCNc1nc(N2CCN(C(=O)[C@H](Cc3cc4ccccc4[nH]3)n3cc([C@@H](N)C(C)CC)nn3)CC2)nc(N2CCN(C(=O)[C@H](CCCCN)n3cc([C@@H](N)CO)nn3)CC2)n1 (stereo not given in full)	6	12	1.4	1.6	0	·	14	-15	1.2	1671	-62

(further entries)
Molecule	PPARg SRC2 recr	G6PDH counter	PMI act	Diaphorase act	PPARg SRC-3 ag	ROMK primary	PPARg SRC-1 ag	S1P3 antag	PMI act hi M6P	SRC2 TRFRET art	Diaphorase inh
O=C1COc2ccccc2N1Cc1ccccc1Cl	10	12	1.1	0.9	-3	·	7	-8	1	1487	9
CCCOc1ccc(N2CC(C(=O)Nc3ccccn3)CC2=O)cc1 (stereo not given)	1	2	1	1.1	5	-0.71	1	-5	1.1	1500	-9
COc1cc(S(=O)(=O)Nc2ccc(C)cc2)ccc1NC(=O)c1ccncc1	6	-6	1	1	1	0.23	5	-2	1.1	1556	2
COc1ccc(C(=O)CCN2CCN(c3ccccc3F)CC2)cc1	9	0	0.8	1.1	5	-10*	5	-40	0.8	1680	-14
CCOC(=O)c1nnc(-c2ccccc2)nc1Sc1c(Cl)cccc1Cl	7	4	0.9	0.8	8	0.074	0	·	0.9	1576	21
Cc1cc(C)nc(NC(=NCCc2c[nH]c3ccccc23)NC(=O)Nc2ccc(Cl)cc2)n1	-2	-17	0.8	0.8	-2	·	9	-7	0.8	1800	19
COc1cccc(-c2n[nH]c3c2CCC3)c1	2	6	1.1	1.1	9	-1.1	2	-15	1.1	1720	-12
CC(=O)Nc1ccc(SCC(=O)c2cc(C)n(-c3ccccc3F)c2C)cc1	-4	8	0.8	0.7	-1	·	-6	3	0.9	1411	28

The listing continues:
Molecule	PPARg SRC2 recr	G6PDH counter	PMI act	Diaphorase act	PPARg SRC-3 ag	ROMK primary	PPARg SRC-1 ag	S1P3 antag	PMI act hi M6P	SRC2 TRFRET art	Diaphorase inh
Cc1cc(N2CCCC2)nc2ccc(NC(=S)NCCCN3CCC(C)CC3)cc12	4	0	1.1	1.2	8	-1.5	4	3	1	1433	-16
CC1CCCCC1NC(=O)COC(=O)c1ccc(N(C)C)cc1 (stereo not given)	10	3	0.9	0.8	10	0.56	6	·	0.9	1651	18
O=C(N=c1nc2ccccn2s1)c1ccccc1	·	6	1	1	·	·	·	·	1.1	·	-3
O=C(NCC(=O)N(c1cccnc1)C(C(=O)NC1CCCC1)c1cccs1)c1cccs1 (stereo not given)	1	8	·	·	-2	0.92	5	-8	·	1486	·
CCOC(=O)C1=C(C)N(c2nonc2NC(C)=O)C(N)=C(C#N)C1c1ccccc1F (stereo not given)	3	5	1	0.9	1	-0.53	0	11	1	1614	15
CCOC(=O)c1ccc(N2C(=O)CC(Sc3nc(O)c(CC)c(=O)[nH]3)C2=O)cc1 (stereo not given)	5	20	1	0.9	4	·	8	-7	1	1806	13
c1ccc(-c2nnc(CN3CCCc4ccccc43)o2)cc1	1	4	1.5	1	12	·	0	14	2.1*	1423	0
